Source: PubChem BioAssay (NCI)
bub3 = NCI yeast anticancer drug screen, S. cerevisiae bub3 mutant strain. % growth inhibition at 50 µM. 78,000 compounds, 9.9% hits;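 also: 0% = growth of vehicle-only cultures of the same strain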
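Screening used yeast with an engineered genetic alteration affecting cell cycle control. Compound-exposed cultures were compared with vehicle cultures, and reduced growth was taken as inhibition.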
yeast rad50 = NCI yeast anticancer drug screen, S. cerevisiae rad50 strain. growth inhibition, % at 50 µM. AID 155, 2004. 79,000 compounds, 10% hits;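 also: 0% = growth of vehicle-only cultures of the same strain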
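Compounds were tested on a yeast strain with an engineered DNA damage repair alteration; the reported value is growth inhibition normalised to vehicle treatment.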
cln2 rad14 = NCI yeast anticancer drug screen, S. cerevisiae cln2 rad14 strain; AID 165, 2004; 78,000 compounds, 8.3% hits; % growth inhibition at 50 µM;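 also: 0% = growth of vehicle-only cultures of the same strain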
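Relative to vehicle controls, growth inhibition of compound-treated cln2 rad14 yeast was recorded.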
sgs1 mgt1 = NCI yeast anticancer drug screen, S. cerevisiae sgs1 mgt1 strain; % growth inhibition at 50 µM; 78,000 compounds, 10% hits; AID 161, 2004;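 also: 0% = growth of vehicle-only cultures of the same strain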
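Read-out: growth inhibition vs vehicle controls. Cells: mutant yeast strain deficient in DNA damage repair.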
mec2-1 = NCI yeast anticancer drug screen, S. cerevisiae mec2-1 strain. % growth inhibition at 50 µM. 79,000 compounds, 9% hits;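 also: 0% = growth of vehicle-only cultures of the same strain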
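Yeast mec2-1 mutant treated with compound. Readout: growth inhibition vs vehicle controls.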
mlh1 rad18 = NCI yeast anticancer drug screen, S. cerevisiae mlh1 rad18 strain; % growth inhibition at 50 µM; 79,000 compounds, 11% hits;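 also: 0% = growth of vehicle-only cultures of the same strain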
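Growth inhibition of the yeast strain was measured after compound exposure and expressed relative to vehicle-treated controls. The strain carries defined defects in DNA damage repair.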
An asterisk follows results filed as active; & = joins results of further samples; ! = repeats disagree. Rule as the data show it: active = growth inhibition above about 70%; inactive = the rest.

SMILES | bub3 | yeast rad50 | cln2 rad14 | sgs1 mgt1 | mec2-1 | mlh1 rad18
CC(=O)OCc1c(COC(C)=O)c(C(F)(F)F)n2c1CCC2 | 9 | 36 | -2 | 40 | 20 | 66
NCCS | -5 | -5 | 2 | -11 | -3 | -17
CCOC(=O)C1(C)CCC(C(C(=O)O)C(=O)O)CC1=O (stereo not given) | 21 | -10 | 20 | 14 | 10 | -12
CC(=O)O[C@H]1CC(C)(C)C(=C=C/C(C)=C/C=C/C=C/C=C(C)/C=C2C=C(/C=C/[C@@]34O[C@]3(C)C[C@@H](O)CC4(C)C)C(=O)O/2)[C@](C)(O)C1 | 4 | 10 | 6 | 1 | 33 | 4
Cc1nn(C(=O)c2ccccc2O)c2c1C(c1ccc(O)cc1)SC(N)=N2 (stereo not given) | 44 | 16 | 2 | 29 | 2 | 7
CCCCCC#CC1OC1(C)C (stereo not given) | 6 | -2 | -27 | -3 | -8 | -12
Cc1c(Cl)ccc2c1N[S@@](=O)S2 | 1 | 40 | 24 | 40 | 29 | 53
COC(=O)[C@@H]1[C@H]2C[C@@H]3c4[nH]c5ccccc5c4CCN3C[C@@H]2CC[C@@H]1O | 5 | 2 | 2 | 14 | -10 | 1
Fc1c(F)c(-c2c(F)c(F)c(S)c(F)c2F)c(F)c(F)c1S | 1 | -1 | 3 | 21 | 4 | -22
CCS(=O)(=O)Nc1ccc(Nc2c3ccccc3nc3ccccc23)c(OC)c1 | 50 | 25 | 53 | 81* | 12 | 36
Cn1c(=O)c2nc3c4ccccc4c(=O)n(C)c3nc2n(C)c1=O | -2 | -6 | 6 | -6 | -2 | -8
O=C(CC(=O)N1N=C(c2ccccc2)C(N=Nc2ccc(Cl)cc2)C1=O)Nc1ccccc1Cl (stereo not given) | 16 | 16 | 16 | -9 | -20 | 38
O=C(N1CCCCC1)N1CCCCC1 | -7 | 11 | 14 | 13 | 20 | 3
Cc1cccc(C)c1NC(=S)/N=C\c1c(O)[nH]c(=O)[nH]c1=O | -46 | -67 | -24 | -32 | -27 | -57
CCNCc1cc(Nc2nc(NC3CCC(N(C)C)CC3)c3ccccc3n2)ccc1OC (stereo not given) | 3 | 2 | 28 | -6 | 7 | 9
CC(C)(C)OC(=O)N1N=NC2C3CC(=O)C(O3)C21 (stereo not given) | -4 | 14 | 21 | -2 | -5 | 7
COc1ccc(NCC(=O)Nn2c(-c3ccccc3)nc3ccccc3c2=O)cc1 | 4 | -37 | 0 | 4 | -48 | -18
O=C1/C(=C/c2ccccc2)CC/C1=C\c1ccccc1 | 20 | 5 | 20 | 32 | 18 | 4
CC(C)OC(=O)Nc1ccc2nc(-c3cscn3)[nH]c2c1 | 8 | 18 | 13 | 76* | -4 | 93*
COc1ccc(CCNC(=O)Cc2cc(OC)c(OC)cc2CO)cc1OC | -27 | 23 | -9 | -25 | -2 | -12
CCOc1c(N=Nc2ccccc2)c(C)nn1C(=S)S | 16 | 9 | 22 | 21 | 20 | 31
FC(F)(F)c1ccc2c(c1)N=C(NNC1=Nc3cc(C(F)(F)F)ccc3SC1)CS2 | 10 | 4 | 3 | -18 | 0 | 25
CC(C)(C)c1ccc2c(c1)CNCCNCCNCc1cc(C(C)(C)C)ccc1OCC1(CO2)COc2ccc(C(C)(C)C)cc2CNCCNCCNCc2cc(C(C)(C)C)ccc2OC1 | 92* | 91* | 91* | 92* | 93* | 90*
CCCCOC(=O)CCc1nc2c([nH]1)c(=O)n(C)c(=O)n2C | 10 | 16 | 42 | 10 | 9 | 0
Cc1ccc(S(=O)(=O)N2CCNCCN(S(=O)(=O)c3ccc(C)cc3)CCN(S(=O)(=O)c3ccc(C)cc3)CC2)cc1 | -1 | 9 | -24 | 0 | -2 | 5
O=C(Sc1ccccn1)c1ccccc1 | -22 | 4 | -8 | -18 | -14 | -37
O=c1c2cc([N+](=O)[O-])ccc2n2n1Cc1ccccc1CC2 | 18 | -13 | 22 | -6 | -1 | -16
CCCCCCCCCCCC[Si](c1ccccc1)(c1ccccc1)c1ccccc1 | 1 | 9 | 23 | 26 | 6 | 24
CC(c1cccc(O)c1)N(C)C (stereo not given) | 1 | 6 | -10 | 1 | -2 | -4
CCCNC(=O)CS(=O)(=O)c1ccc(N)cc1 | 18 | 21 | -10 | 0 | -5 | 4
CN(C)c1ccc(/C=N/n2c(-c3ccccc3)nc3ccccc3c2=O)cc1 | 51 | 14 | 13 | 44 | 14 | -41
COC(=O)N1C23CCCC12C1C=CC3C2C(=O)N(c3ccccc3)C(=O)C21 (stereo not given) | -1 | 3 | 8 | -16 | 3 | -9
C/C=C1\C(=O)OC2CCN3CCC(COC(=O)C(C)(O)C(C)C1O)C23 (stereo not given) | -46 | 11 | -14 | -25 | -8 | -60
C=C(C#N)CSc1c(Cl)c(Cl)c(Cl)c(Cl)c1Cl | 17 | 34 | 18 | 9 | 13 | 63
CCCCCC(Cl)(CCC)CCCCC | 4 | 17 | -29 | 8 | 27 | 19
CC(=O)OC(C)(C)C#CC(C)(C)OC(C)=O | -12 | -10 | 3 | -15 | -24 | -19
CC(=O)c1cccc(N2COC(C)(C)c3nc4ccccc4n3C2)c1 | -20 | 6 | 13 | -20 | -10 | 0
CCOC(=O)c1sc2c(c1OC(=O)c1ccc(Cl)cc1Cl)c(=O)n(-c1ccccc1)c(=S)n2-c1ccccc1 | 5 | 15 | 11 | 5 | 8 | 9
Cc1c(Cl)cccc1NC(=O)/C(Cl)=C(\Cl)C(=O)O | 100* | 100* | 99* | 100* | 100* | 99*
c1ccc(C2Cc3ccccc3C2c2ccccc2)cc1 (stereo not given) | -8 | 10 | -18 | 23 | 11 | -13
ON=C1CCCC1 | -1 | -14 | 19 | 13 | 11 | 6
CC(=O)OCCOCN1C(=O)CC(=O)NC1=O | -22 | -10 | -5 | -4 | -11 | -30
CCOC1CN(C)C(=Nc2cccc3ccccc23)S1 (stereo not given) | -8 | -8 | -26 | -2 | -45 | 15
CCOC(=O)C1c2[nH]c3ccccc3c2CCN1C(=O)c1ccc(OC)o1 (stereo not given) | 84* | 83* | 68 | 82* | 80* | 83*
CCOC(=O)C(NC(C)=O)[CH](c1ccccc1)[Sn]([c]1ccccc1)([c]1ccccc1)[c]1ccccc1 (stereo not given) | 96* | 94* | 94* | 99* | 98* | 97*

An excerpt of these results, in CSV form.
SMILES,bub3,yeast rad50,cln2 rad14,sgs1 mgt1,mec2-1,mlh1 rad18
COC(=O)N1C23CCCC12C1C=CC3C2C(=O)N(c3ccccc3)C(=O)C21 (stereo not given),-1,3,8,-16,3,-9
C/C=C1\C(=O)OC2CCN3CCC(COC(=O)C(C)(O)C(C)C1O)C23 (stereo not given),-46,11,-14,-25,-8,-60
C=C(C#N)CSc1c(Cl)c(Cl)c(Cl)c(Cl)c1Cl,17,34,18,9,13,63
CCCCCC(Cl)(CCC)CCCCC,4,17,-29,8,27,19
CC(=O)OC(C)(C)C#CC(C)(C)OC(C)=O,-12,-10,3,-15,-24,-19

(listing goes on)
SMILES | bub3 | yeast rad50 | cln2 rad14 | sgs1 mgt1 | mec2-1 | mlh1 rad18
O=C(NC(CO)C(=O)O)c1cnc2ccccc2n1 (stereo not given) | 2 | -10 | -1 | 4 | -6 | -20
O=C(Cc1ccccc1)NN1C(=O)/C(=C\c2ccccc2)SC1=Nc1ccccc1 | 9 | 12 | 35 | 19 | -1 | 11
C=CCCCCCCCCC(=O)NCc1cccnc1 | 7 | 24 | 20 | 30 | 9 | 64
CC(=O)Nc1cccc(Br)c1 | -26 | -18 | -13 | -18 | -24 | -19
Nc1ccc2cc3ccc(N)cc3nc2c1 | 36&20 | 73*! | 69&9 | 35&3 | 54&32 | 77*!
C=CCCC1(C)OCC(CCl)O1 (stereo not given) | -11 | -5 | -45 | -4 | 0 | 19
CN(C)C=Nc1ccc2[nH]c3ccccc3c2c1 | 23 | -25 | 14 | -16 | -13 | 21
Cc1cccc2cc3c(cc12)c(C)cc1ccccc13 | 61 | 64 | 51 | 53 | 75* | 64
O=C(O)c1ccccc1-c1ccccc1C(=O)O | -2 | -4 | -41 | -11 | -10 | 9
C[N+](C)(C)c1nc(N)nc2c1ncn2C1OC(CO)C(O)C1O (stereo not given) | -27 | 30 | 70* | -41 | 6 | 11
COc1cc(C=O)c([N+](=O)[O-])cc1OC | -8 | 14 | 21 | 18 | -21 | -9
Cc1cc2c(Br)ccc(Br)c2cn1 | 13 | 9 | -1 | 2 | 10 | -7
C/C(CC(C)C)=N/Nc1ccc([N+](=O)[O-])cc1[N+](=O)[O-] | 20 | 6 | -43 | 3 | -2 | 27
COc1ccc(OC)c(/C=N\NC(=O)N/N=C/c2cc(OC)ccc2OC)c1 | 23 | -9 | -2 | 11 | -21 | -4
COC(=O)CNC(=O)C1CSC(C)(C)N1 (stereo not given) | -1 | -6 | -12 | -16 | -7 | -9
COc1c2ccoc2nc2c(O)c3c(c(CC=C(C)C)c12)OCO3 | -5 | -7 | 16 | -5 | -7 | -3
Cc1cc(N2CCCCC2)nc2ccccc12 | -2 | 5 | -4 | -19 | -4 | 9
O=C1OC(c2ccc([N+](=O)[O-])cc2)=N/C1=C\c1ccccc1O | 2 | 27 | 16 | 19 | 3 | -9
O=c1nc(NC(c2ccccc2)(c2ccccc2)c2ccccc2)ccn1CCNCCn1ccc(NC(c2ccccc2)(c2ccccc2)c2ccccc2)nc1=O | 91* | 88* | 89* | 91* | 89* | 90*
COc1cc([C@@H]2OC(=O)C3C2C(=O)O[C@H]3c2cc(OC)c(OC)c(OC)c2)cc(OC)c1OC (stereo not given in full) | -2 | 18 | 23 | -1 | 6 | 21
CSC(=NCCCN=C(NS(=O)(=O)c1ccc(Cl)cc1)SC)NS(=O)(=O)c1ccc(Cl)cc1 | 3 | 2 | 22 | -2 | -16 | 27
COc1ccc(Cl)cc1Cl | 14 | 7 | 14 | -98 | -6 | 27
CCc1ccc(N=Cc2ccc(OC(=O)c3ccc(OC)cc3)c(OC)c2)cc1 | 11 | 10 | -5 | 11 | 8 | 2
COc1ccc(/C=N/N/C(O)=c2/sc(=C(C#N)C#N)n(-c3ccccc3)c2=N)cc1 | -31 | -14 | -22 | -18 | -6 | -5
NC(N)=N/N=C1/C(=O)N(C2CCCCCC2)C(=O)C1C(=O)NC1CCCCCC1 (stereo not given) | 6 | 36 | 24 | 15 | 5 | 28
NC(N)=N/N=C(\c1ccc(Cl)cc1)C1CC1 | -65 | 3 | -13 | -12 | -5 | 10
CN1C(=O)/C(=N\n2c(-c3ccccc3)nc3ccccc3c2=O)c2cc(Br)ccc21 | -1 | -5 | -3 | 5 | 0 | -5
C1CNNCCNN1 | -2 | 0 | -6 | 9 | 0 | 5
O=S(=O)(/C=C/c1ccc(Cl)cc1Cl)Cc1ccccc1CS(=O)(=O)/C=C/c1ccc(Cl)cc1Cl | 7 | 5 | -21 | -28 | 5 | -9
CC(CN)(CO)c1ccccc1 (stereo not given) | 6 | -28 | -6 | -11 | 3 | -9

By substructure: those above with a nitro group on carbon
SMILES | bub3 | yeast rad50 | cln2 rad14 | sgs1 mgt1 | mec2-1 | mlh1 rad18
O=c1c2cc([N+](=O)[O-])ccc2n2n1Cc1ccccc1CC2 | 18 | -13 | 22 | -6 | -1 | -16
COc1cc(C=O)c([N+](=O)[O-])cc1OC | -8 | 14 | 21 | 18 | -21 | -9
C/C(CC(C)C)=N/Nc1ccc([N+](=O)[O-])cc1[N+](=O)[O-] | 20 | 6 | -43 | 3 | -2 | 27
O=C1OC(c2ccc([N+](=O)[O-])cc2)=N/C1=C\c1ccccc1O | 2 | 27 | 16 | 19 | 3 | -9

The list continues:
SMILES | bub3 | yeast rad50 | cln2 rad14 | sgs1 mgt1 | mec2-1 | mlh1 rad18
O=C1C2C3C(=O)C4C2C2C1C3C42 (stereo not given) | 1 | 6 | 4 | 20 | 0 | 18
N#CC1CC2(c3ccccc3)C(=O)C1(c1ccccc1)C(c1ccccc1)=C2c1ccccc1 (stereo not given) | -5 | 47 | 16 | 35 | 12 | 24
O=C(O)c1cccc(C(=O)O)[n+]1[O-] | -12 | 6 | 2 | -18 | -23 | -10
CCCCC(=O)c1cc2ccccc2c2ccccc12 | 10 | -4 | -11 | 0 | -20 | 6
COc1cccc(/C=C2\CCC(CN(C)C)C2=O)c1 (stereo not given) | 93* | 93* | 92* | 93* | 94* | 92*
N#Cc1ccc(OC(=O)Nc2cc(Cl)cc(Cl)c2)cc1 | -4 | -6 | 13 | -4 | -22 | -4
Cc1nc2ccccc2s1 | -1 | 25 | 29 | 8 | 48 | 4
CCC(C(=O)O)c1ccc(-c2ccccc2)cc1 (stereo not given) | 24 | 25 | 23 | 19 | 24 | 10
Cc1nc2cc3[nH]c4ccccc4c(=O)c3cc2s1 | -21 | -24 | -13 | -12 | -19 | -8
COc1cc2ccc3c(c2cc1OC)CN(Cc1ccccc1)CC3 | -9 | 3 | -11 | 6 | 11 | -4
